# AmpC no deterg = qHTS Inhibitors of AmpC Beta-Lactamase (assay without detergent); P00811; AmpC nitrocefin hydrolysis, absorbance 480 nm, 0.0001% Triton; Potency, µM (doses to about 57.1 µM), without a hit: at the top dose activity change, negative = inhibition, most hits filed as inhibitors; 0.52% of 330,000 active; AID 485341, 2010;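 note: potency is the fitted concentration of half-maximal effect; plate controls were no compound for no effect and no enzyme for full effect; nearly all actives have a fitted effect of over 20% in size; some results filed as inactive show a strong effect at the top dose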
# Target sequence (P00811 whole entry, looked up): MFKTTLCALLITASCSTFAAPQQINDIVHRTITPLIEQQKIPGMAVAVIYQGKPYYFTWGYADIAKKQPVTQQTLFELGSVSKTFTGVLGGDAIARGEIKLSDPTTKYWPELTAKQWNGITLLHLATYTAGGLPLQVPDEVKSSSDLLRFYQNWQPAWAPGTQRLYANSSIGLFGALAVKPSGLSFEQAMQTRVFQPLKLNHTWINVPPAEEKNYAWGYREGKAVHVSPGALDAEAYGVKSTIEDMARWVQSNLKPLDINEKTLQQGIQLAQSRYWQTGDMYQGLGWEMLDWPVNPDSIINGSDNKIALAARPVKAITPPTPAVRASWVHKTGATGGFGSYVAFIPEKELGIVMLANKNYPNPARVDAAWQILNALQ
#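 20 mM phosphate pH 7.0 + 0.01% (detergent screen) or 0.0001% Triton X-100; 5.3 nM AmpC reagent; cpd preinc 15 min RT; nitrocefin (800 uM stock) to start; A480 q20 s × 4 min; Activity was normalised to no-enzyme and no-compound control wells.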
# AMA1 RON2 block = qHTS for Inhibitors of AMA1-RON; Towards Development of Antimalarial Drug Lead: Primary Screen. 0.2% of 360,000 active. AlphaScreen AMA1-biotinylated RON2 peptide binding. Potency, µM (titrated, usually from 58.2 µM), without a hit: at the highest dose activity change, negative = inhibition, most hits filed as inhibitors;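 note: potency is the fitted concentration of half-maximal effect; 0% = vehicle wells and -100% = peptide control; nearly all actives have a fitted effect of over 45% in size; some results filed as inactive show a strong effect at the top dose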
#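 AMA1 (3D7) with his tag at 25 nM final met compounds first, then biotinylated RON2 peptide at 25 nM; detection used donor plus acceptor beads, 10 µg/mL apiece, read by AlphaScreen after 30 min at room temperature.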
# HCMV inh = qHTS Assay for inhibitors of the human cytomegalovirus (HCMV); activity change, negative = inhibition, % at 57.5 µM; 4.5% of 410,000 active; HFF cells, HCMV-luciferase reporter, 72 h; stronger effect = lower value; AID 1259415, 2018; in the data active = activity change below about -60%; inconclusive = no clear call, values can overlap the other calls; inactive = above about -39%
#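 Cell-based, HFFs, 1000 cells/well, 16 h 37C; cpds in DMSO + HCMV-luc, MOI 1 PFU/cell; 72 h 37C; OneGlo luminescence after 5 min RT; norm. to buffer vs Salinomycin 10uM.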
# FBPA Giardia inh = qHTS Assay for Inhibitors of Fructose-1,6-bisphosphate Aldolase from Giardia Lamblia; A8B2U2; purified Giardia FBPA; Potency, µM (series often up to 59.6 µM), for inactives: at the top dose activity, negative = inhibition, most hits filed as inhibitors; 0.71% of 290,000 active; note: potency is the fitted concentration of half-maximal effect; nearly all actives have a fitted effect of over 55% in size
# Target sequence (A8B2U2 whole entry, looked up): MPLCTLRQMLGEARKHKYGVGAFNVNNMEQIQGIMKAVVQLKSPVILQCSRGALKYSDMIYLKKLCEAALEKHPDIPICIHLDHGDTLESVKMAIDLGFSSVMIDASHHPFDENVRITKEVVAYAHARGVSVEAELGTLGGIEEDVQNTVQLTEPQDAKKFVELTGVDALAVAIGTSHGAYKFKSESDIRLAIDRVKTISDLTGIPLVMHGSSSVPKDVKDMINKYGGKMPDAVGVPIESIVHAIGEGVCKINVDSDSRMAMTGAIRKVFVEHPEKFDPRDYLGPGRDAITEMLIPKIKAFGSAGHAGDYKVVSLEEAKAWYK
#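 Giardia FBPA (40 nM reagent) was preincubated 10 min at RT with compound (up to 57.5 uM final), then substrate plus GAPDH/TPI/NAD/arsenate coupling system with diaphorase/resazurin was added; resorufin fluorescence (525/598 nm) was read after 20 min.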
# AmpC inh detg = qHTS Inhibitors of AmpC Beta-Lactamase (assay with detergent). P00811. AmpC hydrolysis of nitrocefin, absorbance 480 nm, 0.01% Triton. Potency, µM (titrated, usually from 114 µM), for the others: at the top dose activity change, negative = inhibition, actives largely listed as inhibitors. 0.041% of 370,000 active;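 note: potency is the fitted concentration of half-maximal effect; 0% = no-compound wells and -100% = no-enzyme wells; nearly all actives have a fitted effect of over 25% in size; some results filed as inactive show a strong effect at the top dose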
#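 AmpC (5.3 nM in the dispensed reagent) in 20 mM phosphate pH 7.0 with 0.01% (detergent screen) or 0.0001% Triton X-100 was preincubated with compounds for 15 min at room temperature. Nitrocefin was then added from an 800 uM solution, and hydrolysis was followed at 480 nm.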
# Sm TGR inh = qHTS Assay for the Inhibitors of Schistosoma Mansoni Peroxiredoxins; purified TGR, DTNB reduction, TNB absorbance 405 nm; Potency, µM (titrated, usually from 114 µM), inactives show top-dose activity change, negative = inhibition, usual class: inhibitors; 3% of 360,000 active; AID 485364, 2010; note: potency is the fitted concentration of half-maximal effect; nearly all actives have a fitted effect of over 60% in size
#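 First, TGR (20 nM dispensed) and NADPH were mixed with compound. Second, a 15 min room-temperature incubation followed. Third, further NADPH and then DTNB were added to start the reaction. Finally, TNB absorbance was monitored kinetically.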
# * hit, by the source's call; ? = inconclusive; . = not tested or not shown; & = joins results of further samples; [ ] = remark or other dose. Unless noted, calls come from the whole dose curve; as a rule, active = well fitted curve in the direction sought with a large enough effect; inconclusive = small, poorly fitted or top-dose-only effect, or another doubt; inactive = no such curve, though single readings can be large; an effect the other way counts as inactive or inconclusive. Unless noted, % is set by controls: 0 for no effect and ±100 for the full control effect. The order is random; about 7.8% have a hit in one of these screens.
# Start of the listing, in advance:
nr	SMILES	HCMV inh	FBPA Giardia inh	AmpC no deterg
1	CC(C)(C)c1ccc(S(=O)(=O)NCCc2ccncc2)cc1	?	10%	-1%
2	Cc1ccc(S(=O)(=O)NCC(=O)OCC(=O)NCc2ccco2)cc1	-2	.	-7%

nr	Sm TGR inh	AMA1 RON2 block	AmpC inh detg
1	0%	-17%	-14%
2	.	-8%	.

# The whole of this part, from the start:
nr	SMILES	HCMV inh	FBPA Giardia inh	AmpC no deterg
1	CC(C)(C)c1ccc(S(=O)(=O)NCCc2ccncc2)cc1	?	10%	-1%
2	Cc1ccc(S(=O)(=O)NCC(=O)OCC(=O)NCc2ccco2)cc1	-2	.	-7%
3	CCCCCCCOc1ccc(C2(C)NC(=O)NC2=O)cc1 (centres undefined)	-9	0%	0%
4	COc1ccc(Nc2c3ccccc3nc3ccccc23)cc1	-102*	-19%	-8%
5	O=C(COC(=O)c1ccc(S(=O)(=O)N2CCOCC2)cc1)NC1CCCCCC1	-23	0%	16%
6	CC(C)c1nc2cc(C(=O)N3CCNC(=O)C3c3cccc(F)c3)ccc2o1 (centres undefined)	-30	11%	32%
7	O=C(NCCCN1CCCCC1)c1ccc(CS(=O)c2ccc(F)cc2)o1 (centres undefined)	-13	.	2%
8	O=C1CCCc2ccccc2N1Cc1ccc(Cl)cc1	5	0%	-16%
9	CCn1c(SCC(=O)Nc2nc(C)c(C)s2)nnc1-c1cccnc1	39	-7%	0%
10	COCCn1c(=S)[nH]c2cc(C(=O)N3CCc4ccccc43)ccc2c1=O	-70*	-7%	-35%
11	CC(C(=O)Nc1ccc2nccnc2c1)N1C(=O)C2C3C=CC(C3)C2C1=O (centres undefined)	?	-6%	-7%
12	CC(=O)c1cccc(S(=O)(=O)N2CCN(c3ccccc3F)CC2)c1	?	7%	-5%

nr	Sm TGR inh	AMA1 RON2 block	AmpC inh detg
1	0%	-17%	-14%
2	.	-8%	.
3	6%	2%	6%
4	-4%	-13%	3%
5	12%	-5%	0%
6	2%	-2%	-2%
7	-6%	14%	4%
8	5%	20%	-5%
9	0%	5%	-11%
10	-12%	41%[activator]	-14%
11	-1%	2%	?
12	7%&-4%	2%	-14%&18%

# Some of the entries above, set out differently.
item | Compound | HCMV inh | FBPA Giardia inh | AmpC no deterg | Sm TGR inh | AMA1 RON2 block | AmpC inh detg
2 | Cc1ccc(S(=O)(=O)NCC(=O)OCC(=O)NCc2ccco2)cc1 | -2 | . | -7% | . | -8% | .
3 | CCCCCCCOc1ccc(C2(C)NC(=O)NC2=O)cc1 (centres undefined) | -9 | 0% | 0% | 6% | 2% | 6%
4 | COc1ccc(Nc2c3ccccc3nc3ccccc23)cc1 | -102* | -19% | -8% | -4% | -13% | 3%
5 | O=C(COC(=O)c1ccc(S(=O)(=O)N2CCOCC2)cc1)NC1CCCCCC1 | -23 | 0% | 16% | 12% | -5% | 0%
6 | CC(C)c1nc2cc(C(=O)N3CCNC(=O)C3c3cccc(F)c3)ccc2o1 (centres undefined) | -30 | 11% | 32% | 2% | -2% | -2%

# More compounds:
nr	SMILES	HCMV inh	FBPA Giardia inh	AmpC no deterg
13	O=C(CCl)Nc1cc(-c2ccccc2)nn1-c1ccccc1	-87*	0%	-19%
14	COc1cc2ccccc2cc1C(=O)Nc1ccc(Br)cn1	73	9%	-13%
15	O=c1oc(-c2cccs2)nc2ccccc12	41	4%	-4%
16	O=C1CCCN2N=C(SCC(=O)Nc3cccc(F)c3)SC2=N1	?	-14%	-21%
17	CCCN1CCC(=O)N([C@H](CSc2ccccc2)CC(C)C)CC1	-39	2%	119%[activator]
18	Cc1ccsc1/C=N/NC(=O)CNC(=O)c1c(F)cccc1Cl	-6	-1%	-12%
19	CSc1ccccc1-c1nnc(-c2ccccc2)o1	88	-8%	-24%
20	Cc1ccc(NC2CC(=O)N(CCc3ccccc3)C2=O)cc1 (centres undefined)	64	-6%	-5%
21	CN(C)S(=O)(=O)c1cccc(NC(=O)COC(=O)c2cc(=O)[nH]c(=O)[nH]2)c1	-9	2%	-3%
22	Cc1ccc(-c2cc(C(F)(F)F)n3nc(C(=O)Nc4sc5c(c4C#N)CCC(C)C5)cc3n2)cc1 (centres undefined)	-18	.	.
23	COc1ccc(C=C(c2nc3ccccc3s2)c2nc3ccccc3s2)cc1O	-83*	-15%	-28%
24	Cn1cnc(S(=O)(=O)Nc2ccccc2C(=O)NCC2CC2)c1	5	-1%	-26%

nr	Sm TGR inh	AMA1 RON2 block	AmpC inh detg
13	13µM*	0%	5%
14	-5%	20%	-9%
15	-5%	-1%	0%
16	0%	11%	-7%
17	?	-3%	-3%
18	0%	5%	2%
19	-15%	7%	-9%
20	-1%	-9%	-11%
21	.	-2%	1%
22	8%	.	-2%
23	-10%	-25%	?
24	-2%	-14%	1%

# (more compounds)
nr	SMILES	HCMV inh	FBPA Giardia inh	AmpC no deterg
25	COc1ccccc1OCc1cc(C(=O)NCCN2CCCC(O)C2)no1 (centres undefined)	11	0%	16%
26	Cc1ccc(C(=O)OCC(=O)NNC(=O)c2ccccc2)c(O)c1	107	.	4%
27	Cc1nc(CN2CCOCC2)cc(=O)[nH]1	-2	-1%	-19%
28	Cc1ccc(CNC(=O)C2CC(=O)N(C3CCCCCCC3)C2)cc1 (centres undefined)	?	8%	103%[activator]
29	COc1ccc(C2C(C#N)=C(N)OC3=C2C(=O)CCC3)cc1Cn1nc(C)c([N+](=O)[O-])c1C (centres undefined)	66	-1%	?
30	Cc1ccc(CN2CCN(Cc3cn[nH]c3-c3ccccc3)CC2CCO)o1 (centres undefined)	-1	-4%	28%
31	COc1cc(NC(=O)C(F)(F)F)cc(OC)c1	-13	-1%	-18%
32	COC(=O)C1CCN(C(=O)COC(=O)c2cc([N+](=O)[O-])ccc2N2CCOCC2)CC1	0	.	0%
33	CCCC(C)NC(=O)c1cc(Cl)ccc1OC (centres undefined)	12	-1%	-11%
34	Cc1ccc(C(=O)Nc2ccccc2N2CCCCC2)cc1[N+](=O)[O-]	-12	1%	-22%
35	COc1cc2c(cc1/C=C/[N+](=O)[O-])OCO2	-108*	3%	-15%
36	Cc1ccc(C(=O)NCC(c2ccco2)S(=O)(=O)c2cccs2)cc1C (centres undefined)	28	.	.

nr	Sm TGR inh	AMA1 RON2 block	AmpC inh detg
25	-10%	15%	0%
26	0%	101%[activator]	0%
27	3%	16%	5%
28	5%	-1%	-10%
29	-22%	0%	1%
30	?	?	3%
31	-2%	2%	?
32	1%	4%[11.6 µM]	?
33	4%	22%	1%
34	0%	-1%	-13%
35	33%	-8%	1%
36	?	.	-2%

# Continued:
nr	SMILES	HCMV inh	FBPA Giardia inh	AmpC no deterg
37	Cc1ccc(Cn2c(CN3CCOCC3)nc3c2c(=O)[nH]c(=O)n3C)cc1	9	1%	0%
38	CCN1C(=O)[C@H]2[C@@H](c3ccc(-c4ccc5c(c4)OCO5)cc3)N[C@@](Cc3ccccc3)(C(=O)OC)[C@H]2C1=O	-15	.	-15%
39	Cc1ccc(C(CC(=O)O)NC(=O)CCNC(=O)c2ccco2)cc1 (centres undefined)	-6	.	-17%
40	O=C(CCNS(=O)(=O)c1cccc(Cl)c1)OCC(=O)N1CCN(C(=O)c2ccco2)CC1	19	.	6%
41	COc1ccc(CN(C)C(=O)C(Cc2ccccc2)NC(=O)c2ccccc2)c(OC)c1 (centres undefined)	-18	.	-1%
42	Cn1ncc([N+](=O)[O-])c1C(=O)NC1CCCCCC1	40	7%	1%
43	CCOC(=O)c1c(C)[nH]c(C(=O)NNC(=O)c2ccccc2)c1C	195	6%	-26%
44	Cc1oc2ccc(O)c(CN3CCCCCC3)c2c1C(=O)Nc1cccc(Cl)c1C	-100*	.	.
45	O=c1[nH]cnc2c1c(-c1ccccc1)cn2-c1cccc(Cl)c1	-26	2%	-20%
46	CC1CCc2c(sc(NC(=O)COC(=O)C3CCCO3)c2C#N)C1 (centres undefined)	17	-1%	24%
47	O=C(Nc1ccccc1F)C1CCCN1S(=O)(=O)c1ccc(Cl)cc1 (centres undefined)	?	.	-18%
48	O=C(N/N=C/c1coc2ccc(Cl)cc2c1=O)c1cc(O)cc(O)c1	2	-2%	-52%

nr	Sm TGR inh	AMA1 RON2 block	AmpC inh detg
37	1%	14%	?
38	.	-3%	.
39	4%	28%	7%
40	-31%	-14%	-8%
41	-4%	6%	-33%
42	-20%	-13%	0%
43	6%	22%	-1%
44	4%	.	-6%
45	0%	-13%	-12%
46	-10%	-8%	-8%
47	-22%	-8%	?
48	?	33%[activator]	4%

# Next compounds:
nr	SMILES	HCMV inh	FBPA Giardia inh	AmpC no deterg
49	COc1ccc(OC)c(NC(=O)Nc2nnc(N3CCC(C)CC3)s2)c1	-16	1%	-9%
50	COc1ccc2c(CC(=O)OCC(=O)Nc3ccc(S(N)(=O)=O)cc3)coc2c1	-11	-2%	10µM*
51	O=C(O)C1=C[C@@H](c2csc3ccccc23)C[C@@H](OCCCCO)O1	8	22%	-24%
52	O=C(/C=C/c1ccco1)Nc1cccc(-c2nc3ccccc3[nH]2)c1	15	-5%	-26%
53	O=S(=O)(c1ccc(NCCc2c[nH]c3ccccc23)nc1)N1CCOCC1	39	1%	-20%
54	COc1ccc(OC)c2sc(N3CCN(C(=O)C(C)(C)C)CC3)nc12	40	.	.
55	CC(C)CCc1c(O)nc(SCC(=O)N2CCCCCC2)[nH]c1=O	13	1%	-13%
56	Cc1ccc(NC(=O)CCN2C(=O)OC(C)(C)C2(C)O)cc1 (centres undefined)	25	4%	-11%
57	COc1cccc(-c2nc3cc(C)ccc3o2)c1	105	-16%	26%
58	O=C(Nc1ccc(Br)cc1)Nc1nc2c(s1)CCCCCC2	15	.	.
59	CCn1c(SCC(=O)OC)nc2sc3c(c2c1=O)CCC3	19	7%	2%
60	CCCCCC(=O)N1CCN(CCN=CC2=C(O)CC(c3ccco3)CC2=O)CC1 (centres undefined)	54	-3%	67%[activator]
61	COc1ccc(NC(=O)C/C(C)=N/NC(=O)c2ccco2)c([N+](=O)[O-])c1	?	-7%	27%
62	COc1ccc(OC)c(S(=O)(=O)Nc2ccc(CC(=O)O)cc2)c1	-9	14%	-23%

nr	Sm TGR inh	AMA1 RON2 block	AmpC inh detg
49	-6%	-10%	?
50	-10%	-10%	-8%
51	-1%	-9%	-6%
52	14µM*	-23%	4%
53	-8%[11.4 µM]	-6%	-9%
54	2%	.	1%
55	4%	.	-4%
56	-3%	1%	0%
57	-12%	27%	?
58	0%	.	20%
59	-12%	-14%	?
60	?	36%[activator]	?
61	-7%	38%[activator]	-1%
62	-3%	15%	-10%

# Assay outcomes as filed in PubChem.
